CXXC DNA block: MLL CXXC-DNA interaction inhibition; Q03164; MLL-CXXC / FITC-HOXA9 DNA fluorescence polarization; Potency, µM (series often up to 115 µM), for inactives: at the highest dose activity change, negative = inhibition, usual class: inhibitors; actives 0.037% (n = 290,000); active means well fitted inhibition curve with a large enough effect in the polarisation, with a control signal flat, not every such curve was filed as active; inconclusive means small, poorly fitted or top-dose-only effect, or effect the other way, or a change in a side signal; inactive means no such curve, though single readings can be large or run the other way; the % refers to the polarisation; further: potency means the concentration at half of the fitted maximal effect
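Fluorescence polarization: 7 uM MLL-CXXC (stock) preincubated 5 min with compounds, then 50 nM fluorescein-HOX-A9 DNA (stock) added; 30 min ambient. Buffer 50 mM Tris-HCl pH 7.5, 50 mM NaCl, 1 mM DTT, 0.05% BSA.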
FBPA coupling cs: coupling enzyme interference in Giardia aldolase counter-screen; coupling enzyme system counterscreen, AmpLite Red fluorescence; activity change, negative = inhibition, % at 58.2 µM, hits read low; actives 0.67% (n = 290,000); in the data active means activity change below about -30%; further: on the % scale 0 is the no-effect control and ±100 the full control effect
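Final compound at 57.5 uM, incubated 10 min at RT with coupling enzyme reagent (glyceraldehyde-3-phosphate), then 20 min with substrate and AmpLite Red detection. Fluorescence read at 525/598 nm; tests interference with the coupling assay, not aldolase inhibition.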
TCR act: activators of T cell receptors. primary human leukocytes, anti-CD3, IL-2 HTRF, 48 h. Potency, µM (titrated, usually from 9.22 µM), for inactives: at the top dose activation of IL-2 secretion, hits mostly activators. 330,000 tested, under 10 active. AID 504894; further: % of control where 0% means no effect
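1) Mix primary human leukocytes, a-CD3 beads and compound. 2) Incubate 48 hr. 3) Add HTRF IL-2 reagents (a-IL-2-K, a-IL-2-d2).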
GALK inh: galactokinase (human) inhibition | AID 1868 | Potency, µM (doses to about 57.5 µM), without a hit: top-dose activity change, negative = inhibition, actives largely listed as inhibitors | actives 0.007% (n = 270,000) | P51570 | Purified GALK, Kinase-Glo residual ATP luminescence; further: potency means the concentration at half of the fitted maximal effect; on the % scale 0 is the no-effect control and ±100 the full control effect
Target sequence (P51570 whole entry, looked up): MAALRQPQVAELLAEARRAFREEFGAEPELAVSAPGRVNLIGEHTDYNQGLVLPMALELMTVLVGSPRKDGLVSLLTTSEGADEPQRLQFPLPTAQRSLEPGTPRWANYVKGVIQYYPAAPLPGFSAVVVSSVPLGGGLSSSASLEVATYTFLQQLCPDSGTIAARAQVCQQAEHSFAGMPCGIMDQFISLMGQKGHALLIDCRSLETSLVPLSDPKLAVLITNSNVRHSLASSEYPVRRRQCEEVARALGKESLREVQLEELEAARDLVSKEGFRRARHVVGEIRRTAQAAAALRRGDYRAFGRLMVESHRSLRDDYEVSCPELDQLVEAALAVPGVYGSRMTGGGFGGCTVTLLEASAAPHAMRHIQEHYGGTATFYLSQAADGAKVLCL
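ATP-depletion format; final 35 uM ATP, 100 uM D-galactose, 5 nM enzyme; pH 8.0 HEPES/Mg2+ buffer; 60 min RT; luminescence read 10 min after detection reagent.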
Giardia kill: Giardia lamblia killing; Giardia lamblia trophozoite viability; activity change, % at 7.66 µM, hits read low; actives 0.15% (n = 340,000); in the data active means activity change below about -80%; inconclusive means between about -30% and that limit;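 further: parasites exposed to compound for two days anaerobically before the ATP read; on the % scale 0 is the no-effect control and ±100 the full control effect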
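ATP-content bioluminescence gauges trophozoite survival. Cells (100/well) receive compound and incubate anaerobically for 48 hrs at 37 deg C; detection reagent follows for 15-30 min at room temperature.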
TSHR antagonist: human thyrotropin receptor antagonism | P16473 | TSHR-expressing cells, TSH-stimulated cAMP HTRF, 2 h; hits give low values | activity change, negative = inhibition, % at 11.5 µM | actives 0.2% (n = 330,000);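 active means activity change below a set negative limit, meaning inhibition stronger than a set level, cut at about -70% in these data; inconclusive means activity change between two set negative limits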; further: on the % scale 0 is the no-effect control and ±100 the full control effect
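Antagonism was scored as loss of TSH-driven cAMP in TSHR cells, stimulated with 4nM TSH (EC80) for 2 hours at 37 deg C and detected by homogeneous HTRF competition immunoassay.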
KCNH2 WT inh: KCNH2 (human, wildtype) channel inhibition; U2OS, BacMam KCNH2, thallium flux FluxOr; hits give low values; activity change, % at 1.84 µM; actives 0.37% (n = 340,000);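 active means maximum activity change below -70%; inconclusive means maximum activity change between -70% and -50%; inactive means maximum activity change above -50%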; further: on the % scale 0 is the no-effect control and ±100 the full control effect
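U2OS cells transduced with wild-type KCNH2 virus are loaded with FluxOr dye for 45 min, and thallium flux is measured in kinetic reads before and after stimulation buffer. Rate constants are normalized to DMSO controls.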
Tb PFK inh: inhibitors of T. brucei phosphofructokinase; actives 0.17% (n = 330,000); Potency, µM (top dose mostly 57.5 µM), for inactives: at the top dose activity, negative = inhibition, actives largely listed as inhibitors; O15648; T. brucei PFK, ADP-Glo luminescence;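 further: potency means the concentration at half of the fitted maximal effect; 0% = uninhibited 1x PFK enzyme wells and -100% = no-enzyme wells; nearly all actives have a fitted effect of over 60% in size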
Target sequence (O15648 whole entry, looked up): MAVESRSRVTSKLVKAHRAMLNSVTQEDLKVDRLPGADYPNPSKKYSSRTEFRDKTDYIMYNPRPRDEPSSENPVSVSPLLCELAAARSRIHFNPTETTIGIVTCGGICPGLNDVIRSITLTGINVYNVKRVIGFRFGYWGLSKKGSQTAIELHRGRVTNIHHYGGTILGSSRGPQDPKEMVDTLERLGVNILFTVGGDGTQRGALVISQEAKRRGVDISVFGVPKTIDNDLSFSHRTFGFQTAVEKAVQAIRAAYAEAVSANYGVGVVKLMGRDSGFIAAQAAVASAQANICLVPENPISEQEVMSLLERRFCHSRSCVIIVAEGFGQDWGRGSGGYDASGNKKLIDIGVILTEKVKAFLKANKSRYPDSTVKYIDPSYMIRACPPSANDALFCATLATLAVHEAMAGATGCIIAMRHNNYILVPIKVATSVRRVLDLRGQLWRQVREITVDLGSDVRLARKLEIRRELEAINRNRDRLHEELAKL
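Luminescent ADP detection (ADP-Glo, two-step: ATP depletion then ADP-to-ATP conversion for luciferase) reported PFK activity after 45 min room-temperature reaction of 1.25 nM enzyme with 0.5 mM F6P and 0.1 mM ATP at pH 8.0.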
A-T KAP1 phos: candidate therapy for ataxia-telangiectasia | […] A-T fibroblasts, KAP-1 phosphorylation AlphaLISA; neocarzinostatin DNA damage 30 min before lysis | Potency, µM (doses to about 57.5 µM), for inactives: at the top dose activation, hits mostly activators | actives 0.19% (n = 320,000) | AID 485349; further: potency means the concentration at half of the fitted maximal effect; % of control where 0% means no effect; nearly all actives have a fitted effect of over 45% in size
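ATM-like activity read as KAP-1 phosphorylation via AlphaLISA donor/acceptor antibody pairs after lysis and 6 hr at 25C. Cells were ATM-null patient fibroblasts ([…], hTERT), dosed 60 min, then exposed to the DSB inducer NCS for 30 min.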
Chronic BCR inh: inhibitors of chronic active B-cell receptor signaling; ABC-DLBCL IkBa-CBG/CBR reporter, luminescence ratio, 4 h; Potency, µM (titrated, usually from 46.1 µM), for inactives: top-dose ratio change, negative = lower green/red ratio, most hits filed as inhibitors; actives 0.05% (n = 340,000); AID 493014; active means well fitted inhibition curve with a large enough effect in the signal ratio, with a control signal flat, not every such curve was filed as active; inconclusive means small, poorly fitted or top-dose-only effect, or effect the other way, or a change in a side signal; the % refers to the signal ratio;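 further: potency means the concentration at half of the fitted maximal effect; plate controls were basal doxycycline-induced cells for no effect and cells given 10 µM MG132 for full effect; MG132 reads +100%, hits lower the ratio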
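TMD8 ABC-DLBCL cells carrying doxycycline-inducible green luciferase fused to IkappaBalpha plus unfused red luciferase were exposed to compounds (up to 46 uM) for 4 hrs at 37C. Activity came from the overlap-corrected green/red luminescence ratio.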
Numbers without * were called inactive; ? = inconclusive; / = no result given; [ ] = remark or other dose. Unless noted, the call rests on the fitted dose curve; in most records, active means well fitted curve in the direction sought with a large enough effect; inconclusive means small, poorly fitted or top-dose-only effect, or another doubt; inactive means no such curve, though single readings can be large; an effect the other way counts as inactive or inconclusive.

SMILES	CXXC DNA block	FBPA coupling cs	TCR act	GALK inh	Giardia kill	TSHR antagonist	KCNH2 WT inh	Tb PFK inh	A-T KAP1 phos	Chronic BCR inh
CCc1ccccc1N(CC(=O)NC1CCCCC1)C(=O)CCC(=O)Nc1ccccn1	14.5%	1.0	-5.9%	6.4%	-9.9	0.2	-10.4	3.7%	-3.9%	?
Cn1nc(C(=O)N2CCOCC2)c2ccccc2c1=O	-1.4%	0.3	/	3.2%	-10.8	29.4	0.8	-3.1%	?	3.1%
CCOC(=O)[C@H]1NN=C(C(=O)OC)[C@@H]1c1ccccc1	-2.4%	4.1	-2.4%[46.1 µM]	0.7%	-2.0	21.8	1.8	-1.7%	/	-3.6%
COc1cc(NC(=O)CSc2nnc(-c3cc(C)on3)o2)cc(OC)c1	-27.0%	5.1	-0.8%	2.5%	-5.8	25.5	-15.3	4.6%	3.2%	?
C/C(CC(=O)Nc1cc(C)ccn1)=N\NC(=O)c1ccc(C(C)(C)C)cc1	-4.9%	-0.6	9.8%	-1.9%	12.4	-6.9	-7.1	-3.1%	0.1%	1.8%
CCCCn1c(NCc2ccc(N(C)C)cc2)nc2ccccc21	-22.2%	1.0	-0.3%	-0.4%	23.3	6.6	16.4	-1.3%	-15.0%	-8.0%
CC(=O)N/C(=C\c1ccccc1)C(=O)OCC(=O)N1CCCCCC1	-8.3%	2.1	3.2%[46.1 µM]	0.4%	20.1	0.2	-0.5	3.7%	-4.5%	-1.7%
CC(=O)NC1C(=O)N(CCN2CCOCC2)c2ccc(C)cc21 (configuration not stated)	?	-3.2	1.0%	-27.0%	-9.9	0.7	0.6	-24.6%	1.5%	-15.8%
COCCNC(=O)C(OC(=O)c1cccs1)c1ccccc1 (configuration not stated)	7.2%	5.9	-18.7%	3.4%	-8.4	-21.2	0.1	2.9%	4.1%	-0.8%
CC1(NC(=O)C2CCCCC2)CCS(=O)(=O)C1 (configuration not stated)	-3.4%	3.9	0.3%	-0.5%	14.5	-3.4	-1.1	-3.4%	3.8%	0.1%
Cc1cccc(-c2noc(CN(C)C(=O)c3ccco3)n2)c1	8.7%	-0.4	3.4%	-2.4%	9.1	-99.9*	0.3	-0.4%	-2.8%	-10.1%
Cn1c(SCc2nc3ccccc3s2)nnc1-c1cccs1	-3.2%	0.5	1.2%	1.9%	16.1	-6.6	2.7	-2.0%	-8.2%	1.2%
Cc1c(Cc2ccccc2)c(=O)oc2c(C)c(OCC(=O)N[C@@H](Cc3ccccc3)C(=O)O)ccc12	-15.0%	6.5	-2.7%	/	22.4	-16.3	0.1	-2.9%	5.1%	2.6%
CCOC(=O)Cc1csc(NC(=O)COc2ccccc2OCC)n1	-5.9%	2.7	3.2%	/	1.2	-6.6	1.5	-7.4%	5.9%	-15.8%
Cc1ccc(C(N)=O)cc1S(=O)(=O)Nc1cccc(C)c1C	-0.4%	1.4	3.5%	1.1%	5.1	-5.7	-3.9	-1.8%	1.3%	?
CCCC(=O)Nc1ccc(S(=O)(=O)Nc2cc(OC)nc(OC)n2)cc1	-5.8%	1.5	-7.0%	-2.5%	-6.3	-10.6	7.5	2.3%	18.3%	7.9%
CC1CCCCC1NC(=O)COC(=O)c1ccc2c(c1)OCCO2 (configuration not stated)	/	/	-2.8%	/	-4.9	-29.5	-0.3	6.8%	-4.9%	-0.2%
CS(=O)(=O)c1ccc(-c2nnn(CC(N)=O)n2)cc1	-4.5%	1.3	-0.6%	8.8%	25.1	10.3	-15.8	-1.2%	2.2%	0.9%
CCOC(=O)C1CCCN(C(=O)C2CCN(S(=O)(=O)c3cnc[nH]3)CC2)C1 (configuration not stated)	0.6%	2.0	0.2%	0.1%	5.4	-0.2	7.1	0.0%	-0.5%	-22.1%
COc1ccc(S(=O)(=O)N2CCCC2CNC(=O)C(=O)NCc2cccs2)cc1 (configuration not stated)	/	/	6.2%	/	-7.4	8.0	10.7	-4.0%	12.8%	-2.7%
COc1ccccc1NC(=O)CSc1nc(=O)n(CCN(C)C)c2c1CCCC2	/	/	4.4%	/	1.1	3.5	9.1	-3.7%	-5.0%	?
COc1cc(CNn2cn[nH]c2=S)cc(Cl)c1OCc1ccc(F)cc1	8.1%	2.3	-0.9%[46.1 µM]	-5.4%	0.3	-28.8	-1.4	0.0%	0.2%	-18.5%
COc1cc(OC)cc(-c2c(-c3cccs3)c3cc(-c4ccc(N(C)C)nc4)ccc3n2C)c1	/	/	2.9%	/	-26.0	27.3	8.7	0.0%	-7.2%	-0.7%
COC(=O)C1=C(C)N(c2ccc(OC)cc2)C(C)=C(C(=O)OC)C1c1ccc(OC)cc1	-2.2%	-2.3	-7.4%	-0.6%	17.0	11.3	-9.8	1.4%	-7.0%	-1.1%
CC1(C)CC(=O)C2=C(C1)OC(c1ccc(O)cc1)C(C#N)=C2N (configuration not stated)	-8.9%	1.9	-5.9%[46.1 µM]	1.1%	-6.2	6.1	-6.8	-0.4%	-3.3%	7.1%

3 of the entries above in order of their number in GALK inh, highest first:
SMILES | GALK inh
Cn1c(SCc2nc3ccccc3s2)nnc1-c1cccs1 | 1.9%
CCOC(=O)[C@H]1NN=C(C(=O)OC)[C@@H]1c1ccccc1 | 0.7%
C/C(CC(=O)Nc1cc(C)ccn1)=N\NC(=O)c1ccc(C(C)(C)C)cc1 | -1.9%

Following part
SMILES	CXXC DNA block	FBPA coupling cs	TCR act	GALK inh	Giardia kill	TSHR antagonist	KCNH2 WT inh	Tb PFK inh	A-T KAP1 phos	Chronic BCR inh
Cc1cc(=O)n2ncnc2n1COCCO	2.3%	1.4	-16.7%	0.5%	12.4	25.2	2.7	1.4%	-12.0%	-1.1%
Nc1c(Cl)ncnc1N1CCOCC1	-5.5%	2.5	4.1%	-1.6%	7.5	24.0	10.2	2.6%	-1.2%	-5.1%
CCOc1ccc(S(=O)(=O)N2CCCCC2)cc1NC(=O)C1=COCCO1	/	/	-3.6%	/	-0.7	0.4	0.4	3.9%	-1.2%	-0.2%
COc1ccc(N(C)S(=O)(=O)c2cccc(C(=O)OCC(=O)N3CC(C)CC(C)C3)c2)cc1 (configuration not stated)	/	/	-7.7%[46.1 µM]	/	-24.2	-16.2	10.1	7.7%	3.0%	-4.8%
CCOc1ccc(S(=O)(=O)N2CCCCC2)cc1NC(=O)CN1C(=O)NC(C)(c2ccc(C)cc2)C1=O (configuration not stated)	/	/	-0.7%	/	9.8	-12.8	7.3	-1.1%	-6.0%	1.9%
Cc1cc(/C=C2\SC(=S)NC2=O)c(C)n1C	44.7%[activator]	0.6	/	-3.8%	-1.3	-8.4	-1.8	1.7%[0.46 µM]	-2.9%	9.1%
O=C(CSc1cn(CCNC(=O)c2cccs2)c2ccccc12)NCC1CCCO1 (configuration not stated)	-2.2%	4.9	-10.0%	0.9%	-22.4	-0.5	-8.6	-2.2%	6.8%	-4.5%
CCN(Cc1ccncc1)C(=O)c1cc(Br)cc(Br)c1O	-10.0%	2.1	-3.6%	13.7%	35.3[activator]	-1.7	1.3	-2.4%	-4.5%	-0.6%
CC1CCN(c2nc(-c3ccncc3)nc3ccccc23)CC1	-8.7%	-1.2	1.7%	-2.1%	-10.6	34.0	-3.9	1.5%	-2.1%	5.2%
C#CC(C)(CC)NC(=O)c1cc2nc(C3CC3)cc(C(F)(F)F)n2n1 (configuration not stated)	2.1%	-1.6	8.0%	0.3%	-25.3	-6.7	-2.9	-5.9%	7.1%	-0.3%
CC(C)CNC(=O)CC(=O)N/N=C/c1cccs1	-1.2%	0.3	2.3%[46.1 µM]	1.3%	-23.5	-4.4	-0.3	4.7%	-7.9%	0.6%
CN(C)CCCOC(=O)c1cc2ccccc2o1	-0.9%	0.3	-1.2%	0.7%	9.5	-2.2	-9.8	0.7%	-2.9%	0.4%
O=C1CSC2(N1)C1CC3CC(C1)CC2C3 (configuration not stated)	-7.2%	2.1	6.5%	3.9%	-12.1	29.2	-0.8	-6.1%	-7.0%	?
Cc1ccc(NC(=O)c2cnc3ccccc3n2)cc1C	-23.8%	-1.0	1.0%	0.2%	-9.9	-5.6	8.2	0.4%	13.6%	?
Cc1cc(CN(C)C(=O)CCc2nnc(Cc3cccc(C(F)(F)F)c3)o2)on1	-7.1%	0.3	-1.0%	-2.1%	-12.5	3.2	-6.0	-9.2%	5.8%	5.4%
Cc1cc(C)c(NC(=O)C2CC(=O)N(C(C)C)C2)c(C)c1 (configuration not stated)	-8.2%	-0.5	-0.1%	5.1%	8.1	-5.6	9.8	-0.7%	4.0%	-0.1%
CCOC(=O)C1CCN(S(=O)(=O)c2ccc(C(=O)OC)cc2)CC1	-4.3%	4.0	9.7%	2.1%	-7.1	/	13.8	/	/	/
CCN(CC)P(=O)(/C(Cl)=C\Nc1c(C)n(C)n(-c2ccccc2)c1=O)N(CC)CC	4.9%	0.8	3.8%	-1.0%	6.3	7.5	-3.0	-0.6%	-8.6%	-0.3%
Cc1ccc2nc(CCc3nc4ccc(C)cc4[nH]3)[nH]c2c1	?	1.1	/	-3.4%	10.8	18.5	18.0	1.6%	3.9%	0.1%

No enrichment for hits; 1.6% or so of the library scored in one or more.
